MITF inh = inhibitors of human MITF; O75030; inhibition, % at 2.6 µM; AlphaScreen MITF homodimerization, bead proximity signal; AID 1259374; 650,000 compounds, 0.91% hits; in the data active means inhibition above about 50%;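 further: 0% = vehicle wells with protein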
Target sequence (O75030 whole entry, looked up): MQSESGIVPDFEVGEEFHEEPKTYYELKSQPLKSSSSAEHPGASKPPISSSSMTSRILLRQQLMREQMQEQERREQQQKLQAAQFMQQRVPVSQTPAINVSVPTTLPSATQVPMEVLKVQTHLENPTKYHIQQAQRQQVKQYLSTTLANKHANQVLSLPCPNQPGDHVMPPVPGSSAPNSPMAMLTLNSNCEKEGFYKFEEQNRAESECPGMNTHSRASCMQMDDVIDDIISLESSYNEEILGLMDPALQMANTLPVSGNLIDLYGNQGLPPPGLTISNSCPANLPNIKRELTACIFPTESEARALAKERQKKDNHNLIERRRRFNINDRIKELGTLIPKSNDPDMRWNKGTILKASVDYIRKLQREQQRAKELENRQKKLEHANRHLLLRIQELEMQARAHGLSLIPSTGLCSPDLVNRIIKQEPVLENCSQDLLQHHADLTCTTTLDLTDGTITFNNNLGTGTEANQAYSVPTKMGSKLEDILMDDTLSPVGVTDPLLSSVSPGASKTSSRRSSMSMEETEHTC
TEAD-YAP block = TEAD-YAP interaction inhibition; AID 1259422; 640,000 compounds, 1.4% hits; inhibition, % at 9.12 µM; HEK-TIYL cells, TEAD-Gal4/YAP UAS-luciferase luminescence; in the data active means inhibition above about 32%;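 further: 0% = median of test compound wells and 100% = reference inhibitor wells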
FBW7 act = activators of human E3 ligase FBW7; Q969H0; AlphaScreen FBW7–phospho-cyclin E peptide binding, activator screen; normalized activity (activation), % at 26.1 µM; 650,000 compounds, 0.13% hits; AID 1259310; in the data active means normalized activity above about 1.9%;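 further: purified mutant Fbw7 with reduced substrate affinity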
GPR151 activ = activates the human receptor GPR151; activation, % at 11.2 µM; AID 1508602; 650,000 compounds, 1% hits; Q8TDV0; PathHunter beta-arrestin GPR151 cells, luminescence; in the data active means activation above about 4.9%;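 further: 0% = median of compound wells and 100% = cells with positive control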
Target sequence (Q8TDV0 whole entry, looked up): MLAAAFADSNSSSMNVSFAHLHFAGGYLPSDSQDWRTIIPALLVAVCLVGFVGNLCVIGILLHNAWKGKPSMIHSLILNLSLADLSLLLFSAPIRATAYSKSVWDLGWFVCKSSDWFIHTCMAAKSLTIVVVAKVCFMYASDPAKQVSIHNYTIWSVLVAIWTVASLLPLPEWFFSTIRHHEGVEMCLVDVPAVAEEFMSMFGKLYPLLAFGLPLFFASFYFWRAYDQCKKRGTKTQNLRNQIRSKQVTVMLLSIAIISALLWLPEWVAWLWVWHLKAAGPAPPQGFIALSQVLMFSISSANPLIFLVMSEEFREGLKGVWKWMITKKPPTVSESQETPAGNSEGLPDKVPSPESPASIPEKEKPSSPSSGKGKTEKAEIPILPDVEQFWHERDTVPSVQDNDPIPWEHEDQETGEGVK
* = called active by the depositor; & = joins results of further samples.

Compound,MITF inh,TEAD-YAP block,FBW7 act,GPR151 activ
Cc1ccc(C2C(C(=O)c3cc4ccccc4o3)=C(O)C(=O)N2CCCN(C)C)o1 (stereo not drawn),4,-5,-0.1,2.0
Cc1cc(C)c2nc(C(F)(F)F)nc(N3CC(C)OC(C)C3)c2c1 (stereo not drawn),10,15,0.0,1.0
Cc1c(NC(=O)c2nn3c(C(F)(F)F)cc(-c4ccccc4)nc3c2Br)c(=O)n(-c2ccccc2)n1C,-9,-8,0.1,1.9
CC(=O)OC(OC(C)=O)c1ccc([N+](=O)[O-])s1,6,-2,0.1,0.7
Cc1cc(C(=O)Nc2ccc(O)c(C(=O)O)c2)oc1C,-1,5,0.0,-7.4
Cc1cccc(N2CCN(C(=O)NCc3noc4ccccc34)CC2)c1C,-5,-1,-0.2,1.2
O=C(NCCC1=CCCCC1)C1CN(C(=O)c2ccc(F)c(F)c2)C1,1,0,0.0,0.4
COc1ccccc1-c1cc(C(F)(F)F)nc(S(=O)(=O)CCCC(=O)Nc2cc(Br)ccc2O)n1,-1,3,0.0,-0.9
COc1ccc(CNC(=O)CN(C)S(=O)(=O)c2ccc3[nH]c4c(c3c2)CCCC4)cc1,-1,0,0.2,-1.0
Cc1cn2c3c(=O)n(C)c(=O)n(C)c3nc2n1CCN1CCN(c2ccccc2F)CC1,-15,10,0.3,1.1
CCCCc1ccc(NC(=O)COc2ccc(C)c(C)c2)cc1,7,1,-0.1,-0.2
CCCNC(=O)COC(=O)c1cccc(Br)c1,-6,-11,0.1,0.4

Exported as labelled records: entries from further up
CCCCc1ccc(NC(=O)COc2ccc(C)c(C)c2)cc1
  MITF inh = 7	TEAD-YAP block = 1	FBW7 act = -0.1	GPR151 activ = -0.2
Cc1ccc(C2C(C(=O)c3cc4ccccc4o3)=C(O)C(=O)N2CCCN(C)C)o1 (stereo not drawn)
  MITF inh = 4	TEAD-YAP block = -5	FBW7 act = -0.1	GPR151 activ = 2.0
Cc1cn2c3c(=O)n(C)c(=O)n(C)c3nc2n1CCN1CCN(c2ccccc2F)CC1
  MITF inh = -15	TEAD-YAP block = 10	FBW7 act = 0.3	GPR151 activ = 1.1
Cc1cc(C)c2nc(C(F)(F)F)nc(N3CC(C)OC(C)C3)c2c1 (stereo not drawn)
  MITF inh = 10	TEAD-YAP block = 15	FBW7 act = 0.0	GPR151 activ = 1.0

More structures
Compound,MITF inh,TEAD-YAP block,FBW7 act,GPR151 activ
CN(C)c1ccc(Nc2c([N+](=O)[O-])ccc3nonc23)cc1,21,9,-0.1,0.1
Nc1ccc(C(=O)OCC(=O)c2ccc(Cl)cc2)cc1,-11,-71,-0.1,-0.8
COc1cccc2c1OC1(C)NC(=S)NC2C1C(=O)N(C)C (stereo not drawn),-14,-3,0.0,1.2
NC(=O)C1CCN(c2ncnc3scc(-c4ccccc4)c23)CC1,4,-2,-0.1,1.8
Cc1nc2ccccc2c(=O)n1OC(=O)/C=C/c1ccc(Cl)cc1,-2,-5,0.0,-1.4
CC(=O)N1CCCC1(C(=O)O)c1ccccc1 (stereo not drawn),14,6,0.7,-0.7
COC(=O)c1c(NC(=O)c2cccs2)sc(C(=O)Nc2ccccc2OC)c1C,6,6,0.0,-0.4
O=[N+]([O-])c1ccc(N2CCCC2)cc1SCCO,11,13,0.1,-1.4
COc1ccc(/C=N/Nc2nc(=O)[nH]nc2C)cc1OC,34,-25,0.0,-3.4
CN(C)c1ccc(NC(=O)/C=C/c2cccc(Cl)c2)cc1,11,-63,-0.6,-1.9
COc1ccc2c(c1)c(CC(=O)NCc1ccc(C(C)(C)C)cc1)c(C)n2C(=O)c1ccc(Cl)cc1,7,1,0.1,-2.3
Clc1ccc2nc(Nc3ccccc3Cl)nc(-c3ccccc3)c2c1,-3,5,-0.1,-0.6

The list goes on:
Compound,MITF inh,TEAD-YAP block,FBW7 act,GPR151 activ
Cc1ccc(C(=O)Nc2nnc(-c3ccccc3Cl)o2)cc1,2,-1,-0.1,-1.1
COc1cccc2c1OC1(CCN(C(=O)c3cc(F)cc(F)c3)CC1)OC2,23,10,-0.3,2.2
COC(=O)c1ccc2c(=O)n(CCc3ccc(S(N)(=O)=O)cc3)c(SCC(=O)Nc3ccc(C)cc3)nc2c1,-1,13,0.0,1.5
CCC(CC)NC(=O)CSc1nnc(-c2ccccc2)n1C,12,6,0.1,1.4
CCN(CC)CCNC(=O)CNC(=O)c1nn(-c2ccc(OC)c(Cl)c2)c(=O)c2ccccc12,-9,13,-0.1,-0.8
COc1cccc(NC(=O)CSc2nnc(-c3ccccc3)n2N)c1,7,9,-0.1,0.5
O=[N+]([O-])c1ccc(C2Nc3c(Cl)cccc3C3C=CCC32)cc1 (stereo not drawn),3,9,0.1,-1.4
Brc1ccc(-c2nnc(-c3ccccc3)o2)cc1,-5,-55,-0.1,-1.5
CC(=O)N1CCc2cc(S(=O)(=O)Nc3ccc(C)c(Cl)c3)ccc21,10,6,0.8,-0.6
CCOc1ccc(-n2nc3ccc(NC(=O)c4ccc([N+](=O)[O-])cc4Cl)cc3n2)cc1,-1,0,-0.1,-0.1
Cc1ccc(NC(=O)c2ccc([N+](=O)[O-])s2)c(C)c1,-12,-12,0.1,-0.7
COc1ccc(-n2nc(C(=O)NCC(=O)NCC3CCCO3)c3ccccc3c2=O)cc1Cl (stereo not drawn),8,7,-0.1,0.9

Next part:
Compound,MITF inh,TEAD-YAP block,FBW7 act,GPR151 activ
CCOC(=O)c1c(NC(=O)COc2cc(Cl)ccc2Cl)sc(C(C)=O)c1C,8,3,0.0,-0.2
CN1CCN(C(CNC(=O)NC(C)(C)C)c2ccsc2)CC1 (stereo not drawn),31,6,-0.1,0.2
O=C1COc2nc3ccccc3cc2CN1Cc1ccco1,-1,4,-0.1,0.2
Cc1cc(-c2cncnc2C2CCCN(CC(N)=O)C2)on1 (stereo not drawn),5,-5,0.0,0.6
COc1ncccc1C1(O)CC2CCC(C1)N2C(=O)c1ccco1 (stereo not drawn),-5,1,0.1,0.3
COc1cc(C(=O)Nc2ccc(OCC(=O)O)cc2)cc(OC)c1OC,3,5,0.7,0.1
COc1cccc(NC(=O)c2sc3nc(C)nc(N4CCCCC4C)c3c2C)c1 (stereo not drawn),-13,-6,-0.2,1.4
Cc1ccc(C(=O)OCC(=O)Nc2ccccc2N2CCOCC2)cc1,-8,-3,0.0,-0.5
CC(C)N(CCNC(=O)c1ccc2nc(NCCCN3CCCC3=O)sc2c1)C(C)C,12,5,0.3,1.3
COc1ccccc1OCC(=O)Nc1nc(CSCc2ccc(F)cc2)cs1,-13,12,0.1,-1.3
O=C(CSc1ccc2nnc(-c3ccccn3)n2n1)N1CCc2ccccc21,11,-7,0.5,1.2
Cc1ccc(C(=O)N/C(=C\c2ccc(Cl)cc2)C(=O)NCC2CCCO2)cc1 (stereo not drawn),-6,-1,0.1,0.5

(more compounds)
Compound,MITF inh,TEAD-YAP block,FBW7 act,GPR151 activ
COc1ccc(C(=O)Oc2ccc(C=O)cc2OC)cc1,-9,3,0.0,2.8
COc1ccc(-n2nc(C(=O)NCC(=O)NC(C)C)c3ccccc3c2=O)c(OC)c1,13,3,0.1,-0.5
c1ccc(-n2cnc3c(NCc4cccnc4)nc(Nc4cccnc4)nc32)cc1,5,15,-0.3,0.1
Clc1cccc(Nc2nc(-c3ccncc3)cs2)c1,-12,-36,0.1,0.5
CN(C)S(=O)(=O)c1cccc2c1N(C(=O)/C=C/c1ccccc1)CC2,0,-37,-0.1,0.1
CCNC(=O)CN(c1ccccc1)S(=O)(=O)c1ccc(OC)cc1,0,0,0.0,0.8
CCN1CCN(c2nc3ccc(C)cn3c(=O)c2/C=C2\SC(=S)NC2=O)CC1,0,-6,-0.2,0.6
COc1ccc(OC)c(C2CC(c3ccc(OC)c(OC)c3)=NN2S(=O)(=O)c2ccc(C)cc2)c1 (stereo not drawn),10,4,-0.1,-0.9
COc1ccccc1NC1=CC(=O)CC(c2ccccc2)C1 (stereo not drawn),-11,-16,-0.1,4.2
CCOC(=O)N1CCN(C(=S)Nc2ccccc2OC)CC1,2,-1,0.0,0.4
CC(C)(CC(=O)NCc1cccc(C(F)(F)F)c1)n1cccc1,7,10,-0.2,2.2
COc1ccc(CCNc2cc(-c3cccc(C(C)=O)c3)nc(N)n2)cc1,1,-10,-0.2,3.1

Later entries:
SMILES | MITF inh | TEAD-YAP block | FBW7 act | GPR151 activ
CC(C)=CC(=O)CC(O)(c1ccccc1)C(F)(F)F (stereo not drawn) | -5 | 6 | 0.0 | -1.1
Cc1ccc(C(=O)N2CCCCC2)cc1C | 12 | -6 | 0.0 | 0.8
CCC(=O)Nc1ccc(NC(=S)NC(=O)c2cccc([N+](=O)[O-])c2C)cc1 | 17 | 3 | 0.5 | -1.5
Nc1nc(-c2ccccc2)cn1N | 10 | -5 | 0.2 | 1.5
Oc1c(-c2cc(C(F)(F)F)[nH]n2)ccc2ccccc12 | 8 | -47 | -0.1 | -9.4
CCOC(=O)CCCNC(=O)COC(=O)c1ccc(Cl)cc1N | -10 | -3 | -0.1 | -0.2
COc1ccc(N2C(=O)NC3CC2(C)Oc2ccccc23)cc1 (stereo not drawn) | 7 | 16 | -0.1 | 1.3
COc1ccc(C(=O)OCC(=O)Nc2ncc(C(F)(F)F)cc2Cl)cc1[N+](=O)[O-] | 2 | 7 | -0.4 | 1.6
COc1ccccc1CNC(=O)c1cccc([N+](=O)[O-])c1 | 1 | -3 | 0.1 | 1.2
COc1ccccc1C(=O)N/C(=C\c1ccc(Br)cc1)C(=O)N1CCOCC1 | 9 | 4 | 0.3 | 2.3
CC(C)(CO)Nc1nc(Cl)nc(N2CCCCC2)n1 | -5 | -12 | 0.2 | -1.7
COC(=O)C1=C(C)Nc2c(c(=O)n(C)c(=O)n2C)C1c1cccc(O)c1 (stereo not drawn) | 16 | -5 | 0.6 | 0.6

New compounds follow:
SMILES | MITF inh | TEAD-YAP block | FBW7 act | GPR151 activ
CCC(=O)Oc1ccc(/C=C(\C#N)S(=O)(=O)c2ccccc2)cc1OC | 14 | 15 | -0.1 | 1.6
O=C(CCc1c[nH]c2ccccc12)NCC1Cc2c(F)ccc(-c3ncccn3)c2O1 (stereo not drawn) | 10 | 21 | -0.1 | -0.7
CCC(=O)N(Cc1cc2cc(C)ccc2n2nnnc12)CC1CCCO1 (stereo not drawn) | 11 | -1 | 0.2 | -0.3
O=C1NC(=O)c2cc(NC(=O)C(c3ccccc3)c3ccccc3)ccc21 | -14 | 1 | 0.1 | -2.0
CC(C)(CNC(=O)C(Cl)(Cl)Cl)CNC(=O)C(Cl)(Cl)Cl | 6 | 0 | 1.0 | -0.4
COc1ccc(C(=O)CN2CCN(c3ccc4cccc(-c5cncnc5)c4n3)CC2)cc1 | 6 | 13 | 0.9 | -0.5
Cc1c(C(=O)Nc2ccc(S(=O)(=O)Nc3ncccn3)cc2)cccc1[N+](=O)[O-] | 29 | -2 | 0.5 | -1.0
OCCN1CCN(c2ncc(-c3ccc(Cl)cc3)n3ccnc23)CC1 | -16 | -42 | -0.7 | 0.3
CC(C)(S)[C@@H](N)C(=O)O | 7&6 | 5 | 0.1&-0.1 | -1.9&1.1
CNC(=O)/C(=C\c1ccco1)NC(=O)c1ccc(Br)cc1 | 5 | 7 | 0.0 | -1.0
COc1cccc(OCC(O)CNC(=O)C2CC(Cc3ccccc3Cl)=NO2)c1 (stereo not drawn) | 6 | -38 | 0.0 | 1.3
C/C=C/Cn1c(SCC(O)CCl)nc2c1c(=O)[nH]c(=O)n2C (stereo not drawn) | -10 | -15 | 0.4 | -1.3

The list continues.
SMILES | MITF inh | TEAD-YAP block | FBW7 act | GPR151 activ
COc1cccc(CNCc2cccn2-c2c(C(=O)O)cnn2-c2ccccc2)c1 | 5 | -2 | 0.1 | 0.3
CCCCNC(=O)c1c[nH]c2ccc(S(=O)(=O)N3CCCCC3c3cccnc3)cc2c1=O (stereo not drawn) | 0 | 3 | 0.0 | 0.4
Cc1ccn2c(NC(=O)CCc3ccccc3)c(-c3ccccc3)nc2c1 | 10 | -3 | 0.8 | -0.8
CCc1ccc(NC(=O)CSc2nnc(Cc3ccccc3)n2CCOC)cc1 | 14 | 10 | 0.0 | 0.2
Cc1cc(C)c(NC(=O)c2cc(S(=O)(=O)N3CCc4ccccc43)ccc2F)c(C)c1 | 4 | -6 | -0.1 | 0.0
CC1(C)CC(NCc2ccncc2)c2cccn21 (stereo not drawn) | -2 | 0 | -0.2 | 0.4
CCC(C)Nc1nc(NC(C)C)nc(Nn2cnnc2)n1 (stereo not drawn) | -7 | -1 | 0.2 | 0.6
Nc1cc(C(F)(F)F)ccc1-n1cnc2ccccc21 | -10 | -6 | -0.1 | 1.3
Cc1ccc(CC(=O)Nc2ccc3c(c2)OCCO3)cc1 | 0 | -73 | -0.2 | -0.8
Cc1ccc(/C=C2\C(=N)N3N=C(N4CCCC4)SC3=NC2=O)o1 | 7 | -13 | 0.2 | -0.7
COc1cccc(/C=C2/SC(=S)N(c3cccnc3)C2=O)c1OC | 3 | 3 | -0.1 | 0.2
COC(=O)c1ccc2nc(NC(=O)COC(=O)c3nn(C)cc3Cl)sc2c1 | 1 | -18 | -0.1 | 0.2

Next part:
SMILES | MITF inh | TEAD-YAP block | FBW7 act | GPR151 activ
c1ccc(COc2ccc(-c3ccc(OCc4ccccc4)cc3)cc2)cc1 | -4 | -2 | -0.1 | -0.2
COC(=O)C1=C(C)N=c2s/c(=C/c3ccc(-c4cc(Cl)ccc4Cl)o3)c(=O)n2C1c1ccccc1Cl (stereo not drawn) | -5 | 0 | -0.3 | 0.4
CCNc1nc(NCCN(C(C)C)C(C)C)c2ncn(-c3ccccc3)c2n1 | -11 | -1 | 0.0 | -2.7
CCn1c(SCC(=O)Nc2ccc(F)cc2Cl)nc2c(-c3ccccc3)csc2c1=O | 12 | 11 | 0.0 | -0.1

Screening data from PubChem.
